Screening data as filed in PubChem BioAssay.
LAP4-GFP MLPCN: modulators of LAP4-GFP expression in yeast, primary screen, S. cerevisiae, multiplex flow cytometry, MLPCN library. 3 h; median GFP as percent of DMSO wells. GFP response vs DMSO, % at 10 µM. 0.34% of 320,000 active. AID 2023, 2009;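 active = GFP response vs DMSO above a set limit, about the screen mean plus 3 SD, cut at about 150% in these data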
AHR activator: AHR activators, primary screen, cell-based, luminescence, luciferase reporter, human | Aryl hydrocarbon receptor (Homo sapiens), P35869 | AHR-responsive luciferase reporter cells | activation, % at 5 µM | 2.5% of 320,000 active; in the data active = activation above about 47%;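 note: 0% = vehicle wells and 100% = reference agonist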
AGP1-GFP MLPCN: modulators of AGP1-GFP expression in yeast TOR pathway, primary screen, cell-based, multiplex flow cytometry, S. cerevisiae, MLPCN library. 3 h; GFP as percent of DMSO wells. 0.02% of 320,000 active. GFP response vs DMSO, % at 10 µM;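 active = GFP response relative to DMSO above a set limit, near screen average plus 3 SD, cut at about 150% in these data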;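 note: median GFP channel fluorescence of the gated AGP1 strain per well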
CIT2-GFP yeast: modulators of CIT2-GFP expression in yeast, primary screen, S. cerevisiae, GFP fusion, multiplex flow cytometry, MLPCN library; S. cerevisiae CIT2-GFP strain, 3 h; 100 means same as DMSO wells; GFP response vs DMSO, % at 10 µM; 0.065% of 320,000 active; AID 2029, 2009;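 active = GFP response relative to DMSO above a set limit, near the screen mean plus 3 SD, cut at about 150% in these data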;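 note: ratio of well median GFP fluorescence to mean of DMSO wells on the plate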
procasp7 counter: procaspase-7 activators, primary screen, counter-screen for procaspase-3 activator project, biochemical, absorbance, HTS, human; Caspase-7 (Homo sapiens), P55210; recombinant procaspase-7, Ac-DEVD-pNA absorbance 405 nm; D23A/D198A/D206A triple mutant, cannot self-cleave; scale: DMSO 0, 5 µM enzyme 100; activation, % at 8.5 µM; 0.093% of 330,000 active; AID 463210, 2010;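 active = percent activation above the screen-wide mean plus 3 SD, cut at about 25% in these data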
Target sequence (P55210 whole entry D23A/D198A/D206A): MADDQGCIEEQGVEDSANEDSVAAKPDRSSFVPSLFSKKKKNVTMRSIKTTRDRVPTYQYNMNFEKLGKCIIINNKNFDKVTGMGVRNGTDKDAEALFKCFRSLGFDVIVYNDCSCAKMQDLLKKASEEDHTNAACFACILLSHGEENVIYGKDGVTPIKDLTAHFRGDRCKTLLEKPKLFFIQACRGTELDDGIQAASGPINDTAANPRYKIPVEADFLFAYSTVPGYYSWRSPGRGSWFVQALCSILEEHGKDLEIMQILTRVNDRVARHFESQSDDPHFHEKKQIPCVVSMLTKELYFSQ
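signal = Epi-absorbance of released pNA at 405 nm, two timepoints | assay system = Uncleavable procaspase-7 mutant enzyme | reagent = Ac-DEVD-pNA substrate, 400 µM as added | times = 1 h enzyme–compound preincubation and 2 h substrate reaction, both 25 °C | benchmarks = low DMSO alone, high DMSO plus 5 µM PC-7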
MEP2 TOR yeast: modulators of MEP2-GFP levels in yeast, primary screen, S. cerevisiae, multiplex flow cytometry, MLPCN library; S. cerevisiae MEP2-GFP strain, 3 h; 100% = DMSO control level; GFP response vs DMSO, % at 10 µM; 0.51% of 330,000 active; AID 2016, 2009;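 active = GFP response versus DMSO above a set limit, roughly screen mean plus 3 SD, cut at about 180% in these data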;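 note: median GFP fluorescence of the barcode-gated MEP2-GFP cells per well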
RPL19A-GFP yeast: RPL19A-GFP expression modulators in yeast, primary screen, cell-based, S. cerevisiae, multiplex flow cytometry, MLPCN; S. cerevisiae RPL19A-GFP strain, 3 h; hits give low values; percent response vs DMSO, % at 10 µM; 0.3% of 330,000 active; AID 2025, 2009;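 active = percent response vs DMSO below 50%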;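 note: median channel GFP fluorescence of the barcoded RPL19A-GFP strain; ratio of sample median GFP to plate DMSO average so 100% = DMSO; lower means less RPL19A-GFP as with rapamycin TOR inhibition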
procasp3 activ: activators of human procaspase-3 D3A mutant, primary screen, biochemical, absorbance, PC-3 D3A mutant, single concentration; Caspase-3 (Homo sapiens), P42574; recombinant procaspase-3 D3A, Ac-DEVD-pNA absorbance 405 nm; activation, % at 8.5 µM; 0.11% of 330,000 active; AID 463141, 2010;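 active = activation above the mean of all tested compounds plus 3 SD, cut at about 21% in these data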;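 note: 0% = DMSO alone and 100% = DMSO wells spiked with extra 5 µM PC-3 D3A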
Target sequence (P42574 whole entry D9A/D28A/D175A): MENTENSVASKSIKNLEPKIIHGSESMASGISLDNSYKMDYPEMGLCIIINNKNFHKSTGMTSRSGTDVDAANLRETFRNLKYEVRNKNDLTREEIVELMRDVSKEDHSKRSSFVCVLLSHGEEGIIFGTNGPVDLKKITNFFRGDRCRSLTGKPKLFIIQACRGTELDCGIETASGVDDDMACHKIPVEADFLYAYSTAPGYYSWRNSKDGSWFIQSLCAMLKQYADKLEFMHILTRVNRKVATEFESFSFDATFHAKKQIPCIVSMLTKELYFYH
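Assay system – Procaspase-3 D3A mutant, all three cleavage aspartates alanine · Controls – DMSO-only low control, 5 µM PC-3 D3A high control · Schedule – 1 h compound preincubation, 2 h substrate hydrolysis at 25 °C · Signal – 405 nm absorbance of p-nitroaniline, reads at 0 and 120 min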
The depositor's hits bear a star; nt = no result given. This is a random part of the collection; about 3.5% have a hit in one of these screens.

SMILES	LAP4-GFP MLPCN	AHR activator	AGP1-GFP MLPCN	CIT2-GFP yeast	procasp7 counter	MEP2 TOR yeast	RPL19A-GFP yeast	procasp3 activ
O=C1c2ccccc2C(Nc2ccc(S(=O)(=O)N3CCOCC3)cc2)N1c1cccnc1 (configuration not stated)	104	1	105	101	2	102	99	-2
O=C(NC1CCCC1)c1cc(Cl)ccc1[N+](=O)[O-]	86	-2	97	98	0	98	102	4
Cc1ccc([N+](=O)[O-])cc1NC(=O)Cc1cccs1	100	1	111	110	-5	115	119	-3
Cc1ccc(NC(=O)Cn2nnc3ccccc3c2=O)cc1	102	3	104	102	8	98	102	2
CSCCC(NC(=O)COc1ccccc1)C(=O)N1CCOCC1 (configuration not stated)	91	2	93	99	12	95	91	3
CC1=CSC2=NC(=O)/C(=C\c3cccn3-c3ccc([N+](=O)[O-])cc3)C(=N)N12	92	7	105	113	-3	112	109	-4
CCOc1ccc(NC(=O)CSc2nnc(-c3cc(C)[nH]n3)n2N)cc1	97	4	98	97	-1	107	99	1
Cc1ccc(C(=O)N/C(=C\c2ccccc2)C(=O)OCc2ccccc2)cc1	100	4	110	94	4	92	109	-1
Cc1ccc(CN(C)C(=O)CSc2nnc3n2CCCCC3)c(C)c1	95	0	101	97	-3	100	97	3
COc1ccc2[nH]c(C(=O)N3CCN(Cc4ccccc4)CC3)cc2c1OC	95	11	106	104	-6	107	106	-1
CC1(C)CC(N(Cc2ccccc2)C(=O)Cc2ccccc2)CCO1 (configuration not stated)	91	-2	94	89	2	97	97	7
COc1cccc(NC(=O)CN(C)C(=O)CCCc2c[nH]c3ccccc23)c1	101	9	95	80	-1	98	94	2
Cc1ccc2c(c1)NC(=O)c1cccc([N+](=O)[O-])c1CO2	104	15	125	138	-6	113	109	-4
COc1ccc(C(=O)Cn2c(Br)nc3c2c(=O)n(C)c(=O)n3C)cc1OC	94	1	98	88	11	94	96	2
Cc1ccc(NC(=O)Nc2ccccc2)cc1[N+](=O)[O-]	96	13	97	99	0	106	107	0
COCCN(CC(=O)NCc1ccc(F)cc1)C(=O)CCC(=O)Nc1nccs1	99	-4	107	104	10	105	98	-5
Cc1ccc(OCC(=O)N/N=C/c2cccnc2)cc1C	96	10	98	101	-5	104	104	2
COC(=O)c1cc(NC(=O)c2c(F)c(F)c(F)c(F)c2F)cc(C(=O)OC)c1	103	-1	102	102	-7	100	100	5
CC[C@@]1(C(=O)OC)N[C@H](CN(C)C(=O)c2ccccc2)[C@@H]2C(=O)N(Cc3ccccc3)C(=O)[C@@H]21	101	0	102	100	2	102	103	1
CS(=O)(=O)Nc1cccc(C2=NN(C(=O)c3cccc([N+](=O)[O-])c3)C(c3cccs3)C2)c1 (configuration not stated)	117	-1	96	128	-14	153	108	-1
Cc1c(Cl)cccc1NC(=O)c1nc(C)n(-c2cc(OC(C)C)c(Cl)cc2Cl)n1	90	0	107	108	0	107	99	-5
Cc1ccc([C@@H]2[C@@H]3C(=O)N(C)C(=O)[C@@H]3[C@]3(C)C(=O)N(CCO)CC(=O)N23)o1	138	0	95	114	-15	95	105	10
CCOC(=O)N1CCC(N(CCOC)C(=O)Nc2ccc(Cl)c(Cl)c2)CC1	104	-1	95	99	12	99	96	0
NC(=S)N/N=C/c1ccccc1	97	-1	102	102	-4	88	104	2
CCOc1ccc(NC(=O)CN(C)S(=O)(=O)c2cccc3cccnc23)cc1	99	3	97	114	5	122	102	12
Cn1c(=O)oc2cc(S(=O)(=O)N3CCc4ccccc4C3)ccc21	99	0	100	98	6	100	101	-2
Cc1c(C(=O)NC(c2ccccn2)C(F)(F)F)oc2c(F)cccc12 (configuration not stated)	91	12	97	93	1	99	98	7
O=C(Cc1ccc2c(c1)OCCO2)N1CCN(S(=O)(=O)c2cccc(Cl)c2Cl)CC1	85	2	91	107	-7	103	104	3
COCCn1nnnc1C(c1cccc(C(F)(F)F)c1)N1CCN(Cc2ccccc2)CC1 (configuration not stated)	89	-1	86	89	2	95	90	-2
CC(C)N(Cc1ccccc1)C(=O)COC(=O)c1ccc(S(=O)(=O)N2CCOCC2)cc1	97	-1	96	91	-1	99	97	3
O=C(CSc1ccc(-c2ccncc2)nn1)c1ccc(Cl)cc1	99	-1	95	88	2	102	94	0
O=C(COC(=O)c1cccc(F)c1)Nc1cccnc1Cl	93	2	91	90	2	99	99	2
COc1cc(O)c(C(CCN2CCCC(C)C2)c2cc(OC)c(OC)c(OC)c2)c(OC)c1 (configuration not stated)	97	0	107	101	-2	106	103	7
O=C(Cn1nnc(-c2ccccc2)n1)NCc1ccco1	86	0	88	86	2	87	87	4
COc1ccc(C2/C(=C(/O)c3ccc(C)cc3)C(=O)C(=O)N2CCCN2CCOCC2)cc1 (configuration not stated)	94	1	92	90	-6	102	98	-7
Cc1ccc(/C=C/C(=O)N2CCN(S(=O)(=O)/C=C/c3ccccc3)CC2)o1	101	-1	108	105	-14	96	96	-2
COC(=O)c1c(-c2ccc(OC)cc2)oc2ccc(-c3cc(OC)c(OC)c(OC)c3)cc12	99	2	80	73	-10	89	94	8
CCN(CC)S(=O)(=O)c1cccc(NC(=O)c2cccc(S(=O)(=O)N3CCCC3)c2)c1	98	4	97	101	4	99	98	5
O=C(CN1C(=O)NC2(CCCC2)C1=O)NNC(=O)c1ccccc1	97	6	105	103	12	102	101	1
Cc1cnc(CN(C)C(=O)c2ccc3oc(Cc4ccc(Cl)cc4)nc3c2)[nH]1	89	2	97	97	14	87	97	-4
O=C(NCc1cccs1)c1cc(-c2ccccn2)nc2ccc(Br)cc12	96	4	95	94	9	99	102	9
COC(=O)c1cc(S(=O)(=O)n2nc(C)c(Br)c2C)c(Cl)cc1Cl	106	1	106	108	7	112	102	2
O=[N+]([O-])c1cncc([N+](=O)[O-])c1Nc1cccc(O)c1	91	15	97	101	-9	109	101	-14
CSCCC(C(=O)Nc1ccc2c(c1)OCO2)N1C(=O)c2ccccc2C1=O (configuration not stated)	100	5	98	98	10	105	99	1
O=C(CNC(=O)c1sc2ccccc2c1Cl)NC1CC1	88	-9	96	97	4	96	97	2
O=C(COc1cccc(F)c1)Nc1nc(-c2cccnc2)cs1	101	54*	94	91	-8	96	97	4
CC(OC(=O)CCc1nc2ccccc2c(=O)[nH]1)C(=O)c1ccc(Br)cc1 (configuration not stated)	98	-3	103	102	3	94	103	7
Cc1nnsc1C(=O)NC1CCCc2c1cnn2-c1ccc(C(C)(C)C)cc1 (configuration not stated)	98	-5	95	99	-1	101	100	8
O=C(CCN1C(=O)c2ccccc2C1=O)N1CCN(Cc2ccc(Cl)cc2Cl)CC1	97	-1	103	103	0	98	98	0
CCCCN(CC)Cc1c(O)ccc2c3c(c(=O)oc12)CCC3	104	11	100	95	10	101	100	7
COc1ccc(CC(=O)NNC(=O)c2ccncc2)cc1	99	-1	105	98	0	100	101	3
CC1=NN(c2ccccc2)C(=O)/C1=C\c1cn(-c2ccccc2)nc1C	98	1	95	97	1	112	93	2
CN(C)C(CNc1ccc(S(C)(=O)=O)cc1[N+](=O)[O-])c1ccccc1 (configuration not stated)	112	2	101	102	-5	101	98	-5
CCN(c1ccccc1)S(=O)(=O)c1ccc(Cl)c(NC(=O)CNCc2ccccc2OC)c1	104	-1	101	99	15	106	96	7
CC(=O)c1ccc(OCCCCOc2ccc(C(C)=O)cc2)cc1	94	-1	101	101	-16	106	106	8
CC1(C)CC(=O)C=C(Nc2ccccc2NC(=O)c2cnccn2)C1	94	1	103	95	2	104	96	6
COc1ccc(/C=C(\NC(=O)c2ccc(C)cc2)C(=O)NCCN2CCOCC2)cc1	101	-3	101	93	-1	100	99	3
CC(C)(CN1CCNCC1)NS(=O)(=O)c1ccc(Cl)cc1	106	0	102	96	8	118	96	3
CC(C)(C)c1ccc(C(=O)Nc2ccc(C(=O)N3CCCC3)cc2)cc1	98	-3	99	97	3	95	104	0
CN(C(=O)COC(=O)Cn1cnc2c1c(=O)n(C)c(=O)n2C)C1(C#N)CCCCC1	92	-1	93	98	-7	102	96	0

Next section
SMILES	LAP4-GFP MLPCN	AHR activator	AGP1-GFP MLPCN	CIT2-GFP yeast	procasp7 counter	MEP2 TOR yeast	RPL19A-GFP yeast	procasp3 activ
CCOc1ccc2nc(N3CCC(C(=O)NC4CCCCC4)CC3)sc2c1	102	1	101	99	1	97	100	0
C=CCSc1nnc2c(n1)OC(c1c(C)[nH]n(-c3ccccc3)c1=O)Nc1ccccc1-2 (configuration not stated)	97	4	nt	102	-10	99	92	0
CC(C)(C)NC(=O)/C(=C\c1ccc(Br)cc1)NC(=O)c1cccs1	112	8	106	100	-1	102	99	-2
COC(=O)CNc1nc(Cl)nc(NC2CCCCC2)n1	99	nt	97	98	nt	105	101	nt
COc1cc(C)c(CNc2cc(C)cc(C)c2)cc1C	104	7	102	99	0	99	98	-1
CC1CCN(C(=O)COc2cccc3c2CCN(C)C3=O)CC1	97	2	96	94	6	96	101	9
O=C(O)/C=C/C(=O)c1ccc2c(c1)CCc1ccccc1-2	226*	7	78	60	-31	89	72	-25
O=C(NCC1CCCCC1)c1ccc(=O)[nH]c1	88	-1	97	95	6	105	105	1
CCC(C(=O)OC(C)C)c1ccc2ccccc2c1 (configuration not stated)	85	2	76	94	9	88	94	6
Cc1nc2nc(SCC(=O)C(C)(C)C)[nH]c2cc1Br	97	47*	99	97	-6	95	97	-3
Cc1ccc(CN2CCNC(=O)C2CC(=O)N(C)C2CCOCC2)cc1 (configuration not stated)	79	-1	95	103	4	94	101	6
CC1(C)CC(=O)N(CC(=O)NCc2ccccc2)c2ccccc2S1(=O)=O	95	3	101	103	0	93	100	5
O=C(CN1C(=O)NC2(CCOc3ccccc32)C1=O)c1ccc(F)c(F)c1 (configuration not stated)	111	8	112	96	5	113	104	2
Cc1ccc(C)c(CN2C(=O)c3ccccc3S(=O)(=O)c3ccc(C(=O)N4CCN(C)CC4)cc32)c1	106	2	103	106	14	102	98	7

5 neighbouring records out of the list so far, quoted:
SMILES	LAP4-GFP MLPCN	AHR activator	AGP1-GFP MLPCN	CIT2-GFP yeast	procasp7 counter	MEP2 TOR yeast	RPL19A-GFP yeast	procasp3 activ
CCOc1ccc2nc(N3CCC(C(=O)NC4CCCCC4)CC3)sc2c1	102	1	101	99	1	97	100	0
C=CCSc1nnc2c(n1)OC(c1c(C)[nH]n(-c3ccccc3)c1=O)Nc1ccccc1-2 (configuration not stated)	97	4	nt	102	-10	99	92	0
CC(C)(C)NC(=O)/C(=C\c1ccc(Br)cc1)NC(=O)c1cccs1	112	8	106	100	-1	102	99	-2
COC(=O)CNc1nc(Cl)nc(NC2CCCCC2)n1	99	nt	97	98	nt	105	101	nt
COc1cc(C)c(CNc2cc(C)cc(C)c2)cc1C	104	7	102	99	0	99	98	-1
